BAP1 block – human BAP1 deubiquitinase inhibition | activity remaining (% of control), % at 20 µM | recombinant BAP1, Ub-AMC hydrolysis fluorescence kinetic; hits give low values | AID 436 | actives 0.48% (n = 72,000);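 active means activity remaining at or below 50% of control, provided the compound also passes the data quality filters; inactive means the rest, including low values that fail the filters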;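 further: 100% = DMSO wells rate and 0% = substrate alone blank rate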
Target sequence (Q92560 whole entry, looked up): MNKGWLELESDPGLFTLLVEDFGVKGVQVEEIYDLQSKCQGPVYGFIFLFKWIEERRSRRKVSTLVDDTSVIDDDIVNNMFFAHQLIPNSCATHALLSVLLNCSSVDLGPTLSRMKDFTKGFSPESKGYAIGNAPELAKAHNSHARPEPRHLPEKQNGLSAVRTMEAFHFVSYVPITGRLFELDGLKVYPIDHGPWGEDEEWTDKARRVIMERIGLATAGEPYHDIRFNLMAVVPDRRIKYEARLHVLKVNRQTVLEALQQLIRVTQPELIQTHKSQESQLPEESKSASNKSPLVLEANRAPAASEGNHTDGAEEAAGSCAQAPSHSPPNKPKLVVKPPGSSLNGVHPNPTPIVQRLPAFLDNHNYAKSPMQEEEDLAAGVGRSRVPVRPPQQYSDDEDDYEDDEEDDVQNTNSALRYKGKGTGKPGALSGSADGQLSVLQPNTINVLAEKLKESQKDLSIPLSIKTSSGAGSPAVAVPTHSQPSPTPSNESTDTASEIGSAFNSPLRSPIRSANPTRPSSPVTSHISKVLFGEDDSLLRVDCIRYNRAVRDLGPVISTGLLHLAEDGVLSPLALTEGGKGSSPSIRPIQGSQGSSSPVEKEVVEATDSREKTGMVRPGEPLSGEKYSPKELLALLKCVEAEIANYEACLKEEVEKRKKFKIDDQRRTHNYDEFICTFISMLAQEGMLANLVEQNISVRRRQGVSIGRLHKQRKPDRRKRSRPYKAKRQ
HePTP inh – human HePTP phosphatase inhibition | P35236 | recombinant HePTP phosphatase activity, OD absorbance | inhibition, % at 20 µM | actives 0.64% (n = 110,000); in the data active means inhibition above about 50%;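 further: plate controls were vehicle for no effect and reference inhibitor for full effect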
Target sequence (P35236 whole entry, looked up): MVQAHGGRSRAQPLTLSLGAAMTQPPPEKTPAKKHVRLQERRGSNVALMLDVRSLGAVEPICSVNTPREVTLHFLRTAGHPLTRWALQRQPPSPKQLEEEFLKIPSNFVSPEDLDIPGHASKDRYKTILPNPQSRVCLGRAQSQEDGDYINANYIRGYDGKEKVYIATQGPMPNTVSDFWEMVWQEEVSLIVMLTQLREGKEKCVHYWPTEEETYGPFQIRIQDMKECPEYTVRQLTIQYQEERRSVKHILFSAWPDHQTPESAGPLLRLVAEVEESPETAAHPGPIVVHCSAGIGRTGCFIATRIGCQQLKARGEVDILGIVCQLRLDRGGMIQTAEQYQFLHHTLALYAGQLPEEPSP
Active calls of the source: *; . = not tested or not shown; & = joins results of further samples.

SMILES	BAP1 block	HePTP inh
CCC(C)c1ccc2oc(-c3ccc(NC(=O)c4ncn[nH]4)cc3)nc2c1 (stereo not drawn)	73	8
COc1cccc(C(=O)Nc2ccc(I)cc2Cl)c1	.	-4
CCN1C(=O)c2cccc3c(NC(=O)c4ccc(S(=O)(=O)N5CCOCC5)cc4)ccc1c23	98	5&2
CCOc1cc(-c2nc3cc(C)ccn3c2NCC2CCCO2)ccc1O (stereo not drawn)	115	10
Cc1ccc(/C=C2\SC(=S)N(CC(C)C)C2=O)o1	.	21
COc1ccc(OC)c2c(C)cc(NCCN3CCOCC3)nc12	84	7
COc1ccccc1-c1c(C(F)(F)F)oc2c(CN3CCOCC3)c(O)ccc2c1=O	.	3
Cc1cc(/C=C2/NC(=O)NC2=O)c(C)n1-c1ccc(Cl)cc1	.	3
C=CCNc1nc(N2CCOCC2)c(C#N)c2c1CN(C)CC2	88	4
COc1ccc(/C=C2\SC(=O)N(c3cccc(O)c3)C2=O)cc1	.	10
COC(=O)C1(C)NC(=O)c2ccccc2N1 (stereo not drawn)	80	-1
COC(=O)C1=C(C(C)=O)C(c2ccc(C)cc2)n2nnnc2N1 (stereo not drawn)	86	-4
Cc1nn(Cc2ccc(Br)cc2)c(C)c1NC(=O)c1nn(C)cc1Cl	61	4
c1ccc(-n2nnc3c(N4CCOCC4)ncnc32)cc1	90	10
O=C(COC(=O)c1ccc[nH]c1=O)NC1CCCC1	106	-4
CN(C(=O)COc1cc(=O)n(C)c2ccccc12)c1cccc(Cl)c1	97	3
Cn1c(=O)[nH]c(=O)c2c1nc(N1CCOCC1)n2CCN1CCOCC1	91	5
COc1ccccc1NC(=O)/C=C1/c2ccccc2CC(C)(C)N1C	.	-5
O=C1C2=C(C(c3ccc(Cl)cc3)=NCCN2)C(c2ccc(Br)cc2)N1c1ccccc1 (stereo not drawn)	106	.
c1ccc2nc(-c3nc4ccccc4o3)ccc2c1	.	-9
CC(=O)NC(=N/OC(C)=O)/C(=N/OC(C)=O)c1nc2ccccc2[nH]1	.	11
COc1cc(C(c2c(C)[nH][nH]c2=O)c2c(C)[nH][nH]c2=O)ccc1OC(=O)c1ccccc1Cl	.	-3
O=C1CC(N2CCN(c3ccc(Cl)cc3)CC2)C(=O)N1c1cccc(Cl)c1 (stereo not drawn)	.	8
COc1ccccc1CCNC(=O)CSc1nc(-c2ccco2)cc(C(F)(F)F)n1	84	5
CCC1(NC(C)=O)CC2CC1CC2NC(C)=O (stereo not drawn)	111	4
Cc1nnc(N(C)C(=O)Cc2ccc3c(c2)OCO3)s1	100	10
Cn1c(=O)c2c(nc(CN3CCN(C(=O)c4ccco4)CC3)n2Cc2ccc(Cl)cc2)n(C)c1=O	75	10
CN(C)c1nc(N)nc(CSc2ncc(Cl)cc2Cl)n1	104	3
O=C(c1ccncc1)N1CCN(S(=O)(=O)c2ccccc2)CC1	.	3
COCCNC(=O)C(c1cccs1)N(C(=O)Cn1nnc2ccccc21)c1ccccc1 (stereo not drawn)	99	10
C=CCN1C(=O)/C(=C\C=C\c2ccccc2)SC1=S	.	-8
COc1ccc2oc(=O)c(C(=O)Nc3ccc(C)c(Cl)c3)cc2c1	.	5
COc1cccc(-c2cc(C(F)(F)F)n3nc(N)nc3n2)c1	98	-2
Cc1ccccc1-c1nnn(CC(=O)c2ccc(S(=O)(=O)N3CCCC3)cc2)n1	50	-3
CCN(CC)S(=O)(=O)c1ccc(NC(=O)C2COc3ccccc3O2)cc1 (stereo not drawn)	101	4
O=C(NCCNc1ccc(C(F)(F)F)cc1[N+](=O)[O-])c1cc(F)c(F)cc1Cl	.	3
O=C(CCCCCCCCC(=O)N/N=C/C1CC=CCC1)N/N=C/C1CC=CCC1 (stereo not drawn)	.	6
O=C(Cn1nnc(-c2ccc(S(=O)(=O)N3CCCC3)cc2)n1)NCC1CCCO1 (stereo not drawn)	101	1
O=C(O)c1ccc(/C=N/Nc2ccc([N+](=O)[O-])cc2)cc1	.	1
CCC(=O)Nc1ccc(C(=O)Nc2ccc3c(c2)C(=O)N(CC2CCCO2)C3=O)cc1 (stereo not drawn)	233	11
O=C(CSc1nc2ccc([N+](=O)[O-])cc2s1)NCc1ccco1	.	46
COc1ccccc1S(=O)Cc1ccc(C(=O)NC2CCCC2)o1 (stereo not drawn)	93	-6
CCc1ccccc1N(CC(=O)NCc1ccco1)C(=O)c1snc(C(N)=O)c1N	.	-2
Cc1cc(C)c(C(=O)c2ccc(C(=O)Nc3cc(C)c(O)c(C)c3)cc2)c(C)c1	.	4
O=C(C1CCCN(S(=O)(=O)c2ccc(F)cc2)C1)N1CCCC1 (stereo not drawn)	95	-7
O=C(Nc1cnn(Cc2ccc(Cl)cc2)c1)C1CCCC1	65	7
CC1=CC(C)=Nc2ccc(C)cc2N1	101&68	2
Cc1cc(/C=C2\SC(=O)NC2=O)c(C)n1-c1cccc([N+](=O)[O-])c1	.	-9
CCN1C(=O)/C(=C/N2CCc3ccccc32)SC1=S	67	-1
Cc1cc(Cl)cc(C)c1OCCCCn1ccnc1	117	7
CC1(C)CC(=O)c2cnc(NC(=O)CSc3nc4ccccc4o3)nc2C1	77	1
CCCCn1c(SCN2C(=O)c3ccccc3C2=O)nc2cc(S(N)(=O)=O)ccc21	58	13
O=C(c1cc(-c2cccc(O)c2)on1)N1CCN(C(c2ccccc2)c2ccccc2)CC1	93	4
O=C(O)C1CC(c2cccc(Br)c2)=NO1 (stereo not drawn)	72	-1
COc1cc(/C=C2\C(=O)N(c3nc(-c4ccc(Cl)cc4)cs3)N=C2C)cc(OC)c1OC	.	13
Cc1cccc(OCc2nnc(SCc3nc4ccccc4c(=O)[nH]3)o2)c1	58	1
O=C(Cn1nc(-c2ccccc2)ccc1=O)Nc1ccc(N2CCN(C(=O)c3ccccc3)CC2)cc1	.	8
CCOC(=O)C1=C(C)OC(N)=C(C#N)C1c1ccsc1 (stereo not drawn)	94	4
Cc1cccc(C(C)C)c1NC(=O)COc1ccc2c(C)cc(=O)oc2c1	.	9
CCC(C)(C)n1nnnc1C(c1ccc(C)cc1)N1CCN(Cc2cccnc2)CC1 (stereo not drawn)	97	-5

(list continues)
SMILES	BAP1 block	HePTP inh
CC(C)C(NS(=O)(=O)c1ccccc1[N+](=O)[O-])C(=O)NC(C)(C)C (stereo not drawn)	.	6
O=C(O)CCc1nc2ccccc2n(CCc2ccccc2)c1=O	70	3
Cc1cc(C)n(CCc2nc3c4ccccc4nc(SCc4ccc(C#N)cc4)n3n2)n1	87	-1
Cc1ccc(C2(C)NC(=O)N(CC(=O)Nc3ccc4c(c3)OCO4)C2=O)cc1 (stereo not drawn)	114	1
Cc1ccc(-n2c(SCC(=O)OC(C)C)nnc2-c2ccncc2)cc1	78	-3
O=C1CN(C(=O)c2cccc(Cl)c2)C(c2ccccc2Cl)c2cc(Br)ccc2N1 (stereo not drawn)	.	8
CCOc1ccc(NC(=O)c2nccnc2CO)cc1	111	-4
CCN1CCN(C(=O)c2ccccc2N(Cc2ccccc2)S(C)(=O)=O)CC1	122	4
CC(C)C(NC(=O)C1CCCCC1)C(=O)N1CCN(c2ccc(F)cc2)CC1 (stereo not drawn)	93	-15
Cc1ccc(Nc2cc(N3CCCCC3)c(N)c3c2C(=O)c2ccccc2C3=O)cc1	.	6
COc1ccccc1NC(=O)c1ccccc1NS(C)(=O)=O	74	2
O=C1c2ccccc2C(Nc2ccc(Cl)cn2)N1c1cccnc1 (stereo not drawn)	101	9
O=C(O)c1ccccc1C(=O)N1CC=C(c2ccccc2)CC1	72	2
O=c1/c(=C/c2ccc(-c3ccc(Cl)cc3)o2)sc2nc3ccccc3n12	.	-11
CCCOC(=O)c1ccc(NC(=O)c2cccc(OCc3ccccc3)c2)cc1	.	-10
CCCc1cc(=O)oc2cc3occ(C)c3cc12	58	-8
CCCC(C)NC(=O)c1ccc(F)cc1 (stereo not drawn)	.	4&5
CCCOC(=O)c1ccc(NS(=O)(=O)c2c(C)cc(C)cc2C)cc1	.	-1
O=C(CCN1CCN(c2ccccc2F)CC1)c1ccc(Br)cc1	96	7
O=C1c2ccccc2-c2onc3c(N4CCCC4)ccc1c23	60	.
CCC(C)c1ccc(NC(=O)CC(C)=O)cc1 (stereo not drawn)	64	2
O=C(Cc1ccc([N+](=O)[O-])cc1)Nc1ccccc1-c1ccccc1	.	-6
Cc1c(Br)c(=O)oc2cc(O)ccc12	.	1
CC(=O)Nc1cccc2c1C(=O)c1ccccc1C2=O	67	.

Complete entries, quoted from the list. Screens in order: BAP1 block | HePTP inh
CCC(C)c1ccc(NC(=O)CC(C)=O)cc1 (stereo not drawn) in the list: 64 | 2
O=C(CCN1CCN(c2ccccc2F)CC1)c1ccc(Br)cc1 in the list: 96 | 7

New compounds follow:
SMILES	BAP1 block	HePTP inh
COC(=O)c1ccc2c(c1)N(Cc1nc(-c3ccc(Cl)cc3)oc1C)C(=O)C1CCCN21 (stereo not drawn)	57	6
COC(=O)Nc1sc2c(c1C(N)=O)CCCCCC2	103	7
COc1ccccc1NC(=O)Cn1nc(C(F)(F)F)c2c1CCCC2	97	18
CCOC(=O)c1c(NC(=O)CN2CCCCC2)sc2c1CC(C)(C)OC2	.	1
O=[N+]([O-])c1ccc2nccc(Cl)c2c1	.	6
Cn1c(C(=O)N2CCCc3ccccc32)cc2c(=O)n3ccccc3nc21	45*	3
O=C(NCC1COc2ccccc2O1)C1CCCN(S(=O)(=O)c2cccc3cccnc23)C1 (stereo not drawn)	95	9
O=C1C(Cl)=C(NC2CCCCC2)C(=O)N1Cc1ccccc1	72	.
COC(=O)C1=C(C)N(c2cc(C)cc(C)c2)/C(=C/c2ccco2)C1=O	.	-4
COc1ccc(C2/C(=C(\O)c3ccccc3)C(=O)C(=O)N2CCCC(=O)O)cc1 (stereo not drawn)	.	2
O=C(Nc1ccc(-c2nc3ccccc3c(=O)o2)cc1)c1cccs1	.	7
C#CCN(C)Cc1ccccc1	80&94	8

As a short view, some entries already given.
SMILES	BAP1 block	HePTP inh
CCCC(C)NC(=O)c1ccc(F)cc1 (stereo not drawn)	.	4&5
CCCOC(=O)c1ccc(NS(=O)(=O)c2c(C)cc(C)cc2C)cc1	.	-1
O=C(CCN1CCN(c2ccccc2F)CC1)c1ccc(Br)cc1	96	7
O=C1c2ccccc2-c2onc3c(N4CCCC4)ccc1c23	60	.
CCC(C)c1ccc(NC(=O)CC(C)=O)cc1 (stereo not drawn)	64	2
O=C(Cc1ccc([N+](=O)[O-])cc1)Nc1ccccc1-c1ccccc1	.	-6
Cc1c(Br)c(=O)oc2cc(O)ccc12	.	1
CC(=O)Nc1cccc2c1C(=O)c1ccccc1C2=O	67	.
COC(=O)c1ccc2c(c1)N(Cc1nc(-c3ccc(Cl)cc3)oc1C)C(=O)C1CCCN21 (stereo not drawn)	57	6
COC(=O)Nc1sc2c(c1C(N)=O)CCCCCC2	103	7
COc1ccccc1NC(=O)Cn1nc(C(F)(F)F)c2c1CCCC2	97	18
CCOC(=O)c1c(NC(=O)CN2CCCCC2)sc2c1CC(C)(C)OC2	.	1
O=[N+]([O-])c1ccc2nccc(Cl)c2c1	.	6
Cn1c(C(=O)N2CCCc3ccccc32)cc2c(=O)n3ccccc3nc21	45*	3
O=C(NCC1COc2ccccc2O1)C1CCCN(S(=O)(=O)c2cccc3cccnc23)C1 (stereo not drawn)	95	9
O=C1C(Cl)=C(NC2CCCCC2)C(=O)N1Cc1ccccc1	72	.
COC(=O)C1=C(C)N(c2cc(C)cc(C)c2)/C(=C/c2ccco2)C1=O	.	-4
COc1ccc(C2/C(=C(\O)c3ccccc3)C(=O)C(=O)N2CCCC(=O)O)cc1 (stereo not drawn)	.	2
O=C(Nc1ccc(-c2nc3ccccc3c(=O)o2)cc1)c1cccs1	.	7
C#CCN(C)Cc1ccccc1	80&94	8

The list continues.
SMILES	BAP1 block	HePTP inh
OC(CN1CCCC1)Cn1c2ccccc2c2ccccc21 (stereo not drawn)	85	.
O=C(O)Cc1ccc2[nH]c3ccc(CC(=O)O)cc3c2c1	91	-5
COc1ccc(CC(=O)Nc2ccc3c(c2)Cc2ccccc2-3)cc1OC	.	-3
Cc1ccccc1C(=O)N1CCCN(C(=O)c2ccccc2C)CC1	64	6
CN(c1ccccc1C(=O)N1CCOCC1)S(C)(=O)=O	138	2
CCOc1ccc(C(C)=O)cc1N1C(=O)C2C3C=CC(C3)C2C1=O (stereo not drawn)	106	21
O=CN1CCN(C2CC(=O)N(c3ccc(Br)cc3)C2=O)CC1 (stereo not drawn)	100	5
O=C(CSc1nnc(-c2cccc(Cl)c2)n1-c1ccccc1)NCc1ccccc1	.	2
CCOC(=O)c1c(-c2ccc(OC)cc2)csc1NC(=O)c1cccc([N+](=O)[O-])c1	.	-2
CC(C)(C)NC(=O)c1ccc(N2C(=O)c3ccc([N+](=O)[O-])cc3C2=O)cc1	.	-2
CC(C(=O)Nc1ccc(S(=O)(=O)N2CCOCC2)cc1)N(c1ccccc1)S(C)(=O)=O (stereo not drawn)	96	-2
CC(=O)c1c(C)n(-c2ccc(N(C)C)cc2)c2ccc(O)cc12	.	-21
COCCn1nnnc1C(C(C)C)N1CCOCC1 (stereo not drawn)	101	10
COc1cc2c(cc1OC)C(c1ccc3c(c1)OCO3)CC(=O)N2 (stereo not drawn)	91	10
Nn1cnnc1SCC(=O)Nc1ccc(C2CCCCC2)cc1	89	-2
CCOc1cc(C2C(C#N)=C(N)Oc3n[nH]c(-c4ccccc4)c32)ccc1O (stereo not drawn)	94	7
O=C(COc1ccc(Cl)cc1Br)N/N=C/c1cc([N+](=O)[O-])ccc1O	.	5
CCOC(=O)c1ccc(NC(=O)CCc2nc(-c3ccc(C)cc3)no2)cc1	84	-6
O=C(c1ccc2c(c1)OCO2)N1CCN(c2ccccc2F)CC1	81	4
